N370S GC mod – N370S glucocerebrosidase modulation, Gaucher chaperone candidate. N370S GC spleen homogenate, 4MU-glucoside fluorescence. AID 2101. P04062. Potency, µM (doses to about 59.4 µM), for inactives: top-dose activity change, negative = inhibition, actives largely listed as inhibitors. actives 0.092% (n = 330,000);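 note: 0% = full enzyme activity and -100% = no enzyme basal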
FEN1 inh – blocks human flap endonuclease 1; Potency, µM (highest dose often 114 µM), for inactives: at the top dose activity change, negative = inhibition, most hits filed as inhibitors; actives 0.35% (n = 390,000); Recombinant FEN1 flap cleavage, fluorescence, 15 min; note: nearly all actives have a fitted effect of over 65% in size
Target sequence (P39748 whole entry, looked up): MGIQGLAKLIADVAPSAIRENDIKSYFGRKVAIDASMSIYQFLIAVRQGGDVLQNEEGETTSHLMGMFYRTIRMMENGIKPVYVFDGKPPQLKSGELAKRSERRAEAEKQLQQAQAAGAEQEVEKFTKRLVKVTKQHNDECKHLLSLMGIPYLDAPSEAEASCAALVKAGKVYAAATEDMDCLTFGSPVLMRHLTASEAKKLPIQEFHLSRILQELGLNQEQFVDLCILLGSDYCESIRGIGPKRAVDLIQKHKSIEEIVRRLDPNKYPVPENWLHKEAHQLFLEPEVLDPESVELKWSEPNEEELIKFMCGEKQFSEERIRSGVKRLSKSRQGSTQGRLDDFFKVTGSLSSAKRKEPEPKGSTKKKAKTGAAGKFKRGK
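FEN1 at 10 nM, compound pretreatment for 15 min (room temperature), 50 nM final substrate to initiate; endpoint reads at 0 and 15 min; DMSO-only plates used as vehicle background.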
GCN5L2 inh – inhibitors of human GCN5L2 histone acetyltransferase; GCN5L2 HAT assay, ThioGlo1 CoA-SH fluorescence; actives 0.21% (n = 390,000); Potency, µM (titrated, usually from 58.9 µM), without a hit: top-dose activity change, negative = inhibition, actives largely listed as inhibitors; Q92830
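Titration-based screen in which CoA formation is detected via maleimide probe ThioGlo1 (50uM) turning fluorescent on thiol reaction; substrates H3(1-25) 75uM and acetyl-CoA 70uM, GCN5L2 20nM, 20 min incubation at room temperature.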
* = called active by the depositor; ? = inconclusive; / = no result given; & = joins results of further samples; [ ] = remark or other dose. Calls come from the whole dose curve; as a rule, active = well fitted curve in the direction sought with a large enough effect; inconclusive = small, poorly fitted or top-dose-only effect, or another doubt; inactive = no such curve, though single readings can be large; an effect the other way counts as inactive or inconclusive. Unless noted, % is set by controls: 0 for no effect and ±100 for the full control effect; potency is the fitted concentration of half-maximal effect.

SMILES	N370S GC mod	FEN1 inh	GCN5L2 inh
Cc1c(CCC(=O)NCCc2ccccc2F)c(=O)oc2cc(O)ccc12	/	-6%	-22%
O=[N+]([O-])c1cccc(NC(=S)Nc2nc(-c3ccc(Cl)cc3Cl)cs2)c1	-9%	/	-16%
Cc1cnc(C(=O)OCC(=O)Nc2ccccc2-c2ccccc2)cn1	/	6%	-3%
O=C1CC(C(=O)N2CCN(c3ccccc3)CC2)CN1Cc1ccccc1 (stereo not drawn)	/	2%	-1%
Cc1ccc(O)c(NC(=O)CN(C)S(=O)(=O)c2ccc(Cl)cc2)c1	3%	-13%	-3%
COc1ccc(NC(=O)c2cccs2)cc1	10%	26%	-1%
CC(=O)CC1(C)OC(N)=C(C#N)C1(C#N)C#N (stereo not drawn)	-4%	5%	0%
Cc1ccc2c(c1)-c1c(ssc1=S)C(C)(C)N2C(=O)CN1C(=O)c2ccccc2C1=O	8%	5%	?
CCN(Cc1ccccc1)S(=O)(=O)c1cc(C(=O)OC)n(C)c1	4%	7%	-6%
Cc1ccc(C)c(N2CCN(C(=O)Cn3nc(Cc4cccnc4)c4ccccc4c3=O)CC2)c1	/	-16%	-9%
Cc1ccc(CNC(=O)C2CCCN(S(=O)(=O)c3ccc4c(c3)oc(=O)n4C)C2)cc1 (stereo not drawn)	/	8%	-1%
COc1ccccc1Nc1ncnc2sccc12	9%	-16%	-11%
CCCCCCNC(=O)CC(NS(=O)(=O)c1ccc(NC(C)=O)cc1)C(C)C (stereo not drawn)	8%	-3%	-10%
CCCn1c(=O)n(C)c(=O)c2c(SCC(=O)Nc3cc(C)on3)nc(C(C)(C)C)nc21	/	-6%	-2%
Cc1c(C#N)c2ncn(Cc3ccccn3)c(=O)c2n1-c1ccccc1	-7%	1%	14%
O=C1C(=O)N(C2CCN(C(=O)c3ccc(F)cc3)CC2)CCN1Cc1ccc(F)cc1	/	20%	-11%
CCc1ccc(CNc2ccc3c(c2)ncn3C(C)(C)C)cc1	0%	-4%&9%	-1%&-5%
O=C(O)c1cccc(NC(=S)N/N=C/c2cccnc2)c1	-16%	10%	-10%
Cn1c(O)c(C2=c3ccccc3=NC2=O)[nH]c1=S	9%	0%	-4%
Cc1ccc(C2c3c(-c4ccccc4O)n[nH]c3C(=O)N2CCc2ccccc2)cc1 (stereo not drawn)	/	0%	-2%
Cc1ccc(C(C)C)c(OCC(=O)N/N=C/C2CCCCC2)c1	-5%	3%	-11%
Cc1ccc(/C=N/NC(=O)Cn2nccc2C)o1	1%	1%	42%[activator]
O=C(NC1CCCc2ccccc21)c1c(F)cccc1Cl (stereo not drawn)	1%	10%	0%
COc1cccc(NC(=S)N(CCc2c(C)[nH]c3ccc(C)cc23)Cc2cccs2)c1	20%	1%	-1%
O=[N+]([O-])c1cccc2c(N3CCCC3)ccnc12	-7%	3%	-1%
Following part:
SMILES	N370S GC mod	FEN1 inh	GCN5L2 inh
O=C1CCc2cc(S(=O)(=O)Nc3ccccc3)cc3c2N1CC3	?	5%	-3%
Cc1ccc2nc(-c3ccc(Cl)c(NC(=O)COc4ccc(C(C)C)cc4)c3)oc2c1	/	20%	2%
CS(=O)(=O)C1=NSC2=NC(=O)/C(=C\c3cccn3-c3ccc(Cl)cc3)C(=N)N21	-1%	-18%	-23%
Nc1c(C(=O)c2ccc3c(c2)OCO3)sc(Nc2ccccc2F)c1S(=O)(=O)c1ccccc1	/	-15%	-5%
Cc1oc(/C=N/NC(=O)CC2(C)OCCO2)cc1Br	2%	-6%	-2%
Cc1cc(C)nc(NC(=O)c2cc(-c3ccc4c(c3)OCO4)nc3ccccc23)c1	1%	-2%	-29%
CSc1cccc(NC(=O)/C=C/c2ccc(Cl)cc2)c1	-9%	-2%	-12%
O=c1c2cnn(-c3ccccc3)c2ncn1CCc1ccccc1	-2%	10%	4%
Cn1cc(Br)c(C(=O)N2CCc3ccccc32)n1	9%	10%	-3%
Cc1cc(Cl)ccc1NNC(=O)c1c(C)noc1C	3%	11%	-6%
Cc1cccc(C)c1N1CC(c2nc3ccccc3n2CC(=O)OC(C)C)CC1=O (stereo not drawn)	/	-6%	-5%
O=C(COc1cccc(F)c1)NNC(=O)Cc1ccc(Br)cc1	/	-17%	-13%
O=C(C1=C(O)C(=O)N(CC2CCCO2)C1c1ccccc1[N+](=O)[O-])c1ccco1 (stereo not drawn)	-10%	9%	-10%
CN(C)CCNC(=O)CN1C(=O)COc2ccc(C(C)(C)C)cc21	12%	2%	-4%
CC(C)C(=O)NCCc1nc2ccccc2n1CCOc1ccccc1	15%	6%	-8%
COc1ccc(CNC(=O)C2CCN(S(=O)(=O)c3ccc(SC)cc3)CC2)cc1	-7%	-3%	-2%
O=C1N=C(c2ccccc2)S/C1=C\c1cccs1	21%	-1%	-16%
CN(Cc1ccno1)C(=O)CC1C(=O)NCCN1CC(c1ccccc1)c1ccccc1 (stereo not drawn)	-22%	-1%	-2%
CCCCC(=O)Nc1ccccc1C#N	?	6%	2%
O=C(NCC1CCCO1)Nc1ccc2c(c1)OCO2 (stereo not drawn)	5%	20%	-1%
CCn1c(/C=N/NC(=O)c2ccc(OC)cc2)nc2ccccc21	28%	-9%	-2%
Cc1nn(-c2ccc(F)cc2)c2nc(N)c(C#N)c(-c3ccc(O)c(O)c3)c12	-23%	-20%	-1%
COc1cccc(CN2CCN(C(=O)c3oc4c(F)cccc4c3C)CC2=O)c1	-6%	-7%	-4%
CCc1nc(Nc2cccc(OC)c2)c2oc3ccccc3c2n1	3%	7%	-2%
C[n+]1ccc(/C=C/c2cccs2)cc1	4%	-13%	-16%

Individual results from the list:
In N370S GC mod, Cc1cc(C)nc(NC(=O)c2cc(-c3ccc4c(c3)OCO4)nc3ccccc23)c1 is listed with 1%
In GCN5L2 inh, Cc1ccc(C)c(N2CCN(C(=O)Cn3nc(Cc4cccnc4)c4ccccc4c3=O)CC2)c1 is listed with -9%
In FEN1 inh, Cc1c(CCC(=O)NCCc2ccccc2F)c(=O)oc2cc(O)ccc12 is listed with -6%

Rewritten as comma-separated lines: part of the list above
Compound,N370S GC mod,FEN1 inh,GCN5L2 inh
COc1ccc(NC(=O)c2cccs2)cc1,10%,26%,-1%
CC(=O)CC1(C)OC(N)=C(C#N)C1(C#N)C#N (stereo not drawn),-4%,5%,0%
Cc1ccc2c(c1)-c1c(ssc1=S)C(C)(C)N2C(=O)CN1C(=O)c2ccccc2C1=O,8%,5%,?
CCN(Cc1ccccc1)S(=O)(=O)c1cc(C(=O)OC)n(C)c1,4%,7%,-6%
Cc1ccc(C)c(N2CCN(C(=O)Cn3nc(Cc4cccnc4)c4ccccc4c3=O)CC2)c1,/,-16%,-9%
Cc1ccc(CNC(=O)C2CCCN(S(=O)(=O)c3ccc4c(c3)oc(=O)n4C)C2)cc1 (stereo not drawn),/,8%,-1%
COc1ccccc1Nc1ncnc2sccc12,9%,-16%,-11%
CCCCCCNC(=O)CC(NS(=O)(=O)c1ccc(NC(C)=O)cc1)C(C)C (stereo not drawn),8%,-3%,-10%
CCCn1c(=O)n(C)c(=O)c2c(SCC(=O)Nc3cc(C)on3)nc(C(C)(C)C)nc21,/,-6%,-2%
Cc1c(C#N)c2ncn(Cc3ccccn3)c(=O)c2n1-c1ccccc1,-7%,1%,14%
O=C1C(=O)N(C2CCN(C(=O)c3ccc(F)cc3)CC2)CCN1Cc1ccc(F)cc1,/,20%,-11%
CCc1ccc(CNc2ccc3c(c2)ncn3C(C)(C)C)cc1,0%,-4%&9%,-1%&-5%
O=C(O)c1cccc(NC(=S)N/N=C/c2cccnc2)c1,-16%,10%,-10%
Cn1c(O)c(C2=c3ccccc3=NC2=O)[nH]c1=S,9%,0%,-4%
Cc1ccc(C2c3c(-c4ccccc4O)n[nH]c3C(=O)N2CCc2ccccc2)cc1 (stereo not drawn),/,0%,-2%
Cc1ccc(C(C)C)c(OCC(=O)N/N=C/C2CCCCC2)c1,-5%,3%,-11%
Cc1ccc(/C=N/NC(=O)Cn2nccc2C)o1,1%,1%,42%[activator]
O=C(NC1CCCc2ccccc21)c1c(F)cccc1Cl (stereo not drawn),1%,10%,0%
COc1cccc(NC(=S)N(CCc2c(C)[nH]c3ccc(C)cc23)Cc2cccs2)c1,20%,1%,-1%
O=[N+]([O-])c1cccc2c(N3CCCC3)ccnc12,-7%,3%,-1%
O=C1CCc2cc(S(=O)(=O)Nc3ccccc3)cc3c2N1CC3,?,5%,-3%
Cc1ccc2nc(-c3ccc(Cl)c(NC(=O)COc4ccc(C(C)C)cc4)c3)oc2c1,/,20%,2%
CS(=O)(=O)C1=NSC2=NC(=O)/C(=C\c3cccn3-c3ccc(Cl)cc3)C(=N)N21,-1%,-18%,-23%

The list goes on.
SMILES	N370S GC mod	FEN1 inh	GCN5L2 inh
CC(=O)Nc1ccc(S(=O)(=O)N2CCN(C(=O)N3CCCCCC3)CC2)cc1	-4%	1%	-6%
CC(=O)Nc1ccc(CN2CCN(Cc3ccc(C)cc3)C(CCO)C2)cc1 (stereo not drawn)	-23%	-4%	-3%
COCC(C)NC(=O)C1CC(=O)N(c2ccc(C)cc2)C1 (stereo not drawn)	-2%	9%	1%
C=CCC1(CC=C)CCCN1C(=O)c1cc(COc2ccc(F)c(F)c2)on1	5%	-23%	-13%
CC(C)NC(=O)CCc1nc2cccnc2n1-c1ccccc1	14%	10%	2%
COc1cccc(CNC(=O)CN(c2ccc(C(C)C)cc2)S(=O)(=O)c2c(C)n[nH]c2C)c1	/	-1%	-9%
CCOc1cc(NC(=S)NCC2CCCO2)c(OCC)cc1NC(=O)c1cccc(C)c1 (stereo not drawn)	-4%	4%	-1%
CCc1ccc(-c2nn(-c3ccccc3)cc2C2SCC(=O)N2Cc2ccco2)cc1 (stereo not drawn)	7%	-24%	-10%
COc1cc2c(cc1OC)C(SC)=NC(C)(C)C2	-11%	-14%	-6%
Cc1nn(-c2ccc(Cl)cc2Cl)c(C)c1C(=O)O	-20%	-3%	-6%
O=C(O)C1C2C=CC(C2)C1C(=O)NCCCN1CCCC1=O (stereo not drawn)	-5%	21%	-2%
Cc1cc(C(=O)CSc2nnc(-c3ccc(Cl)cc3)n2C)c(C)n1CC1CCCO1 (stereo not drawn)	5%	-2%	-4%
O=C1CSC(c2cccnc2)N1Cc1ccc(Cl)c(Cl)c1 (stereo not drawn)	-4%	3%	-4%
Cc1cccc(C(=O)NC(C(=O)Nc2ccccc2N2CCOCC2)C(C)C)c1 (stereo not drawn)	-3%	-13%	0%
COc1ccccc1NC(=O)CSc1n[nH]c(Cc2ccccc2)n1	0%	1%	-38%
Cc1cc(C)cc(NC(=O)COc2ccc3c(C)c(Cc4ccccc4)c(=O)oc3c2)c1	6%	/	?
COc1ccc(/C=C2\CCC/C(=C\c3ccc(OC)c(OC)c3OC)C2=O)c(OC)c1OC	-12%	2%	-3%
COc1ccccc1/C=C/C=N/NC(=O)c1cnccn1	-15%	1%	?
COc1ccc(Br)cc1C1NC(=O)NC(C)=C1C(=O)N(C)C (stereo not drawn)	7%	-2%	1%
CC(C)(C)OC(=O)N1CCC(Cc2cc(-c3cccnc3)no2)(C(=O)O)CC1	1%	-4%	-15%
O=C(NC1CCCc2ccccc21)c1cn2ccccc2n1 (stereo not drawn)	?	0%	-4%
COc1ccc(CNc2nc3nc(C)c(Cl)c(C)n3n2)cc1	-1%	0%	-4%
O=C(NCc1ccc2c(c1)OCO2)c1nc(Cn2cc([N+](=O)[O-])cn2)no1	-17%	0%	-25%
COc1ccc(C2=C(Nc3ccc(Br)c(C)c3)c3ccccc3C2=O)cc1	/	8%	-5%
COc1ccc(/C=N/N2CCOCC2)cc1Cn1nc(C)c([N+](=O)[O-])c1C	0%	14%	-26%
O=C(CSc1nnc(-c2ccccc2F)o1)Nc1ccccc1Cl	/	4%	-7%

In a second layout: two of the compounds above.
| N370S GC mod | FEN1 inh | GCN5L2 inh | SMILES |
| --- | --- | --- | --- |
| -3% | -13% | 0% | Cc1cccc(C(=O)NC(C(=O)Nc2ccccc2N2CCOCC2)C(C)C)c1 (stereo not drawn) |
| 7% | -24% | -10% | CCc1ccc(-c2nn(-c3ccccc3)cc2C2SCC(=O)N2Cc2ccco2)cc1 (stereo not drawn) |

Screens: PubChem BioAssay, National Center for Advancing Translational Sciences (NCATS)
